USP2a inh: qHTS Assay for Inhibitors of Ubiquitin-specific Protease USP2a Using CHOP2 as the Reporter | Ubiquitin carboxyl-terminal hydrolase 2 (Homo sapiens), O75604 | Potency, µM (top dose mostly 38.3 µM), for the others: at the top dose activity change, negative = inhibition, actives largely listed as inhibitors | USP2 core, Ub-CHOP2 coupled fluorogenic reporter, 485/531 | 0.01% of 330,000 active;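 note: potency is the fitted concentration of half-maximal effect; plate controls were DMSO wells for no effect and full inhibition by NEM control for full effect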
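USP2 core (10nM final) preincubated 30min RT with compound in 20mM Tris-HCl pH 8.0, 2mM CaCl2, 2mM beta-mercaptoethanol, 0.05% CHAPS; 25nM Ub-CHOP2 plus 25nM reporter substrate added, fluorescence (Ex485/Em531) read after 60min.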
hERG WT inh: qHTS for Inhibitors of KCHN2 3.1: Wildtype qHTS. U2OS, BacMam KCNH2, thallium flux FluxOr; stronger effect = lower value. activity change, % at 1.84 µM. 0.37% of 340,000 active. AID 720551, 2013;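 active = maximum activity change below -70%; inconclusive = maximum activity change between -70% and -50%; inactive = maximum activity change above -50%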
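U2OS cells were transduced with wild-type KCNH2 virus (2.03 x 10^8 / mL) for 4 h at room temperature, then cultured overnight at 37 C. Thallium flux was read with FluxOr dye. Rate constants were normalized to DMSO controls.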
KCNH2 3.1 block: qHTS for Inhibitors of KCHN2 3.1: Mutant qHTS; Potassium voltage-gated channel subfamily H member 2, brain isoform KCNH2 3.1 (human); U2OS KCNH2 3.1, thallium flux FluxOr; stronger effect = lower value; activity change, % (tested at about 1.8 µM); 0.95% of 340,000 active; AID 720553, 2013;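 active = maximum activity change below -70%; inconclusive = maximum activity change from -70% to -50%; inactive = maximum activity change above -50%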;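 note: thallium influx rate constant from kinetic fluorescence after stimulation buffer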
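Kinetic fluorescence (2 min after stimulation buffer) measures Tl+ influx through KCNH2 3.1 expressed by viral transduction in U2OS cells; the rate constant is normalized against DMSO controls serving as positive and negative references.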
GALK inh: qHTS Assay for Inhibitors of Human Galactokinase (GALK); 0.007% of 270,000 active; Purified GALK, Kinase-Glo residual ATP luminescence; P51570; AID 1868, 2009; Potency, µM (highest dose often 57.5 µM), inactives show top-dose activity change, negative = inhibition, most hits filed as inhibitors; note: potency is the fitted concentration of half-maximal effect
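Luminescence from leftover ATP (Ultra-Glo luciferase/luciferin) served as read-out after a 1 h room-temperature reaction of 5 nM GALK with 35 uM ATP and 100 uM galactose.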
Giardia kill: Small Molecules that selectively kill Giardia lamblia: qHTS; Giardia lamblia trophozoite viability; activity change, % at 7.66 µM, hits read low; 0.15% of 340,000 active; in the data active = activity change below about -80%; inconclusive = between about -30% and that limit;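 note: parasites exposed to compound for two days anaerobically before the ATP read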
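Viability, read as ATP luminescence: trophozoites at 100 cells/well, compound added, 48 hrs anaerobic at 37 deg C, then 15-30 min room-temperature development before reading.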
Coupling enz: qHTS Assay for Inhibitors of Fructose-1,6-bisphosphate Aldolase from Giardia Lamblia: Coupling assay counterscreen; coupling enzyme system counterscreen, AmpLite Red fluorescence; activity change, negative = inhibition, % at 58.2 µM, hits read low; 0.67% of 290,000 active; AID 2472, 2010; in the data active = activity change below about -30%
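Counterscreen of the coupled detection system alone, without aldolase: glyceraldehyde-3-phosphate coupling enzymes plus AmpLite Red readout. Compounds at 57.5 uM final, 10 min RT preincubation, 20 min RT reaction, fluorescence 525/598 nm.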
Eya2 inh: qHTS Assay for Inhibitors of the Phosphatase Activity of Eya2; recombinant Eya2, OMFP fluorescence dephosphorylation (OMFP is methylfluorescein phosphate); Potency, µM (series often up to 76.9 µM), inactives show at the top dose activity, negative = inhibition, actives largely listed as inhibitors; 0.006% of 330,000 active; note: potency is the fitted concentration of half-maximal effect
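Eya2 (0.2 uM) preincubated 10 min at ambient with compound, then OMFP substrate added at 50 uM; 10 min reaction in 50 mM HEPES pH 7.5, 50 mM NaCl, 5 uM MgCl2, 0.05% BSA, 1 mM DTT. Fluorescence read at Ex 485/Em 525 nm.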
B2AR arrestin: qHTS assay of beta-arrestin-biased ligands of beta2-adrenergic receptor; 0.02% of 330,000 active; beta-arrestin recruitment to beta2AR, cell-based reporter; Beta-2 adrenergic receptor (Homo sapiens), P07550; AID 492947, 2010; Potency, µM (highest dose often 46.1 µM), for the others: at the top dose activation, usual class: activators;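 note: potency is the fitted concentration of half-maximal effect; 0% = DMSO controls and full agonism = EC100 isoproterenol or metaproterenol; nearly all actives have a fitted effect of over 65% in size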
Target sequence (P07550 whole entry, looked up): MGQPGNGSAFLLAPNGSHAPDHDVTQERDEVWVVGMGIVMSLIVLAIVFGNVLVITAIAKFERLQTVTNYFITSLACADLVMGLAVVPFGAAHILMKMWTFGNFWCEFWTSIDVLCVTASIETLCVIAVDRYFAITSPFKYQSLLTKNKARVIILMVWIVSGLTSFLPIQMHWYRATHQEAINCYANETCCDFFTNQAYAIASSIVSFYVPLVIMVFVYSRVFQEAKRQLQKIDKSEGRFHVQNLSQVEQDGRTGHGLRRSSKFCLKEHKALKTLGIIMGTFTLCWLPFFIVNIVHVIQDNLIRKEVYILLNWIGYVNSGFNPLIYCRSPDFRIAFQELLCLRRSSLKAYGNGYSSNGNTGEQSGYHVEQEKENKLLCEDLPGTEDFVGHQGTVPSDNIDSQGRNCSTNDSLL
uPA surface inh: qHTS for Inhibitors of Cell Surface uPA Generation; cell surface uPA generation assay, qHTS; Potency, µM (titrated, usually from 38.3 µM), inactives show at the highest dose activity change, negative = inhibition, actives largely listed as inhibitors; 0.31% of 330,000 active; AID 540303, 2011; active = well fitted inhibition curve with a large enough effect; inconclusive = small, poorly fitted or top-dose-only effect; inactive = no such curve, though single readings can be large or run the other way; tested in mouse RAW 264.7 cells; note: potency is the fitted concentration of half-maximal effect; nearly all actives have a fitted effect of over 55% in size
Chronic BCR inh: qHTS Assay to Find Inhibitors of Chronic Active B-Cell Receptor Signaling | ABC-DLBCL IkBa-CBG/CBR reporter, luminescence ratio, 4 h | AID 493014, 2011 | Potency, µM (top dose mostly 46.1 µM), without a hit: top-dose ratio change, negative = lower green/red ratio, usual class: inhibitors | 0.05% of 340,000 active; active = well fitted inhibition curve with a large enough effect in the signal ratio, with a control signal flat, not every such curve was filed as active; inconclusive = small, poorly fitted or top-dose-only effect, or effect the other way, or a change in a side signal; the % refers to the signal ratio;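 note: potency is the fitted concentration of half-maximal effect; plate controls were basal doxycycline-induced cells for no effect and cells given 10 µM MG132 for full effect; MG132 reads +100%, hits lower the ratio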
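TMD8 ABC-DLBCL cells carrying doxycycline-inducible green luciferase fused to IkappaBalpha plus unfused red luciferase were exposed to compounds (up to 46 uM) for 4 hrs at 37C. Activity came from the overlap-corrected green/red luminescence ratio.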
PKM2 act: qHTS Assay for Activators of Human Muscle isoform 2 Pyruvate Kinase; 0.34% of 260,000 active; Potency, µM (titrated, usually from 57.5 µM), inactives show top-dose activation, hits mostly activators; Pyruvate kinase PKM (Homo sapiens), P14618; purified PKM2, Kinase-Glo ATP luminescence, activation; response scale: 0% is enzyme alone, no compound; note: potency is the fitted concentration of half-maximal effect; nearly all actives have a fitted effect of over 55% in size
Target sequence (P14618 whole entry, looked up, canonical isoform): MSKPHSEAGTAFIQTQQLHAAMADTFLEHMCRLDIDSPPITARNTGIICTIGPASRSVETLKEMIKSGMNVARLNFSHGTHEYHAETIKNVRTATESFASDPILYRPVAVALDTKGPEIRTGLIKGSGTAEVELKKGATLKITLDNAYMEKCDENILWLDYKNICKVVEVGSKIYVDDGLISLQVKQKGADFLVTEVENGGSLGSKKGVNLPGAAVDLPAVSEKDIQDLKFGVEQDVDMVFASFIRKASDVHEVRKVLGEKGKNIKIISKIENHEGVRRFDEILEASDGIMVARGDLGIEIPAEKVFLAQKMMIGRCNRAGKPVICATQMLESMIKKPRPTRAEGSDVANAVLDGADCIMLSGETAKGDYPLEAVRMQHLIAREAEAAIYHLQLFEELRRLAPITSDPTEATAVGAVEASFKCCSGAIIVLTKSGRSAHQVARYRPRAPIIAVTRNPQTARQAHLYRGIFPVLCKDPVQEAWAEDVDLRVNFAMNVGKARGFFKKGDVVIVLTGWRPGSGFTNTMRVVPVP
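Purified hPK-M2 (>95% pure) converted ADP (0.1 mM final) to ATP with 0.5 mM PEP in 50 mM imidazole pH7.2, KCl, MgCl2, Tween 20, BSA; 1 h at room temperature. ATP detected by Kinase-Glo luminescence.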
* marks the source's active call; other numbers are inactive results; ? = inconclusive; nt = no result given; [ ] = dose if it differs, or a comment. Unless noted, calls come from the whole dose curve; as a rule, active = well fitted curve in the direction sought with a large enough effect; inconclusive = small, poorly fitted or top-dose-only effect, or another doubt; inactive = no such curve, though single readings can be large; an effect the other way counts as inactive or inconclusive. Unless noted, % is set by controls: 0 for no effect and ±100 for the full control effect.

SMILES	USP2a inh	hERG WT inh	KCNH2 3.1 block	GALK inh	Giardia kill	Coupling enz	Eya2 inh	B2AR arrestin	uPA surface inh	Chronic BCR inh	PKM2 act
O=C(O)CCCN1C(=O)/C(=C/c2ccncc2)SC1=S	0%	2	-1	3%	13	8	4%	0.1%	-2%	?	-2%
CCCNC(=O)c1ccc(N2CCC3(CC2)CC(c2cccc(Br)c2)=NO3)c(NC(=O)c2ccc(Br)cc2)c1	1%	-83*	-111*	nt	-7	nt	18%	?	-4%	?	nt
CCOC(=O)CSc1ncnc2c1c(-c1ccccc1)cn2-c1ccc(OC)cc1	-1%	7	-9	0%	-12	0	14%	0.2%	0%	17%	-6%
Cc1c(C(=O)Nc2ccc(C(F)(F)F)cc2)sc2ncn(CC(=O)N3CCN(c4ccccn4)CC3)c(=O)c12	-2%	32	-6	-1%	4	nt	5%	-1.0%	-10%	5%	nt
Cc1cc(=O)n2nc(N3CCC(C(=O)NCc4ccccc4)CC3)sc2n1	3%	-10	-27	-8%	1	nt	-3%	0.0%	-2%	-1%	nt
CCOC(=O)c1c(N)c2cc([N+](=O)[O-])ccc2n1C	6%	-7	-97*	-3%	0	-1	0%	0.2%	0%	?	-1%
CC(C)(C)C(=O)N1CCC(O)(CS(=O)(=O)Cc2ccc(Cl)cc2)CC1	2%	-3	-15	-2%	0	1	-4%	3.1%	-1%	-1%	0%
CSCCC(NC(=O)C1CCC(C)CC1)C(=O)O (stereo unspecified)	0%	-3	3	0%	-1	0	3%	-0.4%	4%	-4%	-1%
C=CCn1c(C)cc(C(=O)COC(=O)c2ccc(N)c([N+](=O)[O-])c2)c1C	4%	-4	15	-2%	2	-1	-3%	2.1%	-1%	?	2%
CCOc1cc(/C=N/NC(=O)c2ccc(CSc3nncn3C)cc2)ccc1OCC(=O)N1CCOCC1	7%	11	2	-1%	3	-1	-9%	-0.5%	15%	1%	2%
Clc1nc2ccccc2cc1-c1nnn(-c2ccccc2)n1	6%	-3	39	-1%	11	1	2%	3.3%	3%	?	0%
COc1ccc(C(=O)NCCCn2cccn2)cc1OC1CCN(C(C)=O)CC1	0%	-1	-4	5%	-28	1	10%	-0.4%	3%	2%	-1%
CC(C)(C)N(C=C(Cl)Cl)C(=O)NC1CCCCC1	4%	7	-1	-1%	3	0	-2%	0.4%	1%	-2%	-16%
CCOc1ccc(-c2c(C(=O)N/N=C(\C)c3ccccc3OC)nnn2-c2nonc2N)cc1	-1%	-4	9	8%	-4	-2	?	-0.3%	-2%	-2%	-6%
c1ccc2c(c1)NC1(CCCCCC1)n1c-2nc2ccccc21	2%	2	12	0%	-16	-8	-33%	-0.2%	-6%	17%	-10%
O=C(CNC(=O)c1ccccc1Cl)Nc1ccncc1	1%	-14	-4	nt	-7	nt	6%	-0.2%	-6%	-11%	nt
Cc1sc2c(c1C)C(=O)NC(c1cccc(O)c1)N2 (stereo unspecified)	1%	nt	nt	-2%	nt	-2	6%	-0.8%	nt	?	-2%
CC1CCCN(C(=O)c2ccccc2OC2CCN(S(C)(=O)=O)CC2)C1 (stereo unspecified)	3%	8	1	3%	-3	2	-1%	0.2%	nt	3%	2%
Cc1cccc(OCC(=O)NCc2ccc(F)cc2)c1	0%	-1	-3	3%	-6	1	5%	-0.2%	-10%	1%	-4%
CCc1ccc(-c2cc(C)no2)cc1S(=O)(=O)N1CCN(c2ccccc2OC)CC1	2%	-4	-16	1%	-6	-2	-3%	-0.3%	-2%	8%	-1%[0.46 µM]
C=C(C)CNC(=S)N/N=C/C1=CCC2CC1C2(C)C (stereo unspecified)	1%	3	-7	0%	-5	1	-2%	3.1%	0%	?	2%
CC(=O)Nc1ccc(S(=O)(=O)NCc2nnnn2-c2ccc(F)cc2)cc1	0%	-3	2	nt	-5	nt	0%	-0.9%	-1%	0%	nt
CCOc1cc(/C=C2\C(=N)N3N=C(S(C)(=O)=O)SC3=NC2=O)ccc1OCCOc1cccc(OC)c1	2%	-4	1	5%	-11	9	-6%	-0.9%	2%	7%	nt
CCN(c1cccc(C)c1)S(=O)(=O)c1cc2c3c(c1)CCN3C(=O)CC2	0%	-28	5	nt	8	nt	12%	-1.0%	-2%	6%	nt
Cn1cccc1-c1nc2ccc(NC(=O)c3ccccc3)cc2[nH]1	1%	-9	6	-1%	-10	-2	-31%	0.0%	-4%	-3%	0%

Part of the list above, showing only Eya2 inh, Coupling enz and Chronic BCR inh:
| SMILES | Eya2 inh | Coupling enz | Chronic BCR inh |
| --- | --- | --- | --- |
| CC(C)(C)C(=O)N1CCC(O)(CS(=O)(=O)Cc2ccc(Cl)cc2)CC1 | -4% | 1 | -1% |
| Cc1c(C(=O)Nc2ccc(C(F)(F)F)cc2)sc2ncn(CC(=O)N3CCN(c4ccccn4)CC3)c(=O)c12 | 5% | nt | 5% |
| Cc1sc2c(c1C)C(=O)NC(c1cccc(O)c1)N2 (stereo unspecified) | 6% | -2 | ? |
| CCOc1ccc(-c2c(C(=O)N/N=C(\C)c3ccccc3OC)nnn2-c2nonc2N)cc1 | ? | -2 | -2% |

The list continues:
SMILES	USP2a inh	hERG WT inh	KCNH2 3.1 block	GALK inh	Giardia kill	Coupling enz	Eya2 inh	B2AR arrestin	uPA surface inh	Chronic BCR inh	PKM2 act
Cc1ccc(Cl)cc1-n1c(=O)cc(N2CCN(C(=O)c3ccco3)CC2)[nH]c1=O	2%	2	2	0%	-25	1	6%	-0.2%	2%	0%	10%
CNC(=O)C1CC(=O)N(CCCc2ccccc2)C(=Nc2ccccc2)S1 (stereo unspecified)	8%	-2	-1	2%	2	2	-22%	-1.2%	1%	?	6%
C=CCN(c1ccccc1)S(=O)(=O)c1cccc(C(=O)N2CCCC2)c1	-1%	-1	-10	nt	0	nt	6%	-0.4%	-1%	7%	nt
CC(C)Cn1c(N)c(C(=O)COC(=O)Cc2cccc(C(F)(F)F)c2)c(=O)n(C)c1=O	4%	-6	?	nt	-7	nt	-10%	0.0%	-28%	15%	nt
CCOC(=O)c1ccc(N2CCCCC2)c(NS(=O)(=O)c2ccc(C)cc2)c1	-10%	1	3	13%	11	0	-7%	-0.1%	1%	?	9%
Cc1ccc(N=Cc2c(O)n(C)c(=O)n(C)c2=O)nc1	-1%	-14	0	8%	6	0	21%	0.2%	11%	7%	-4%
Cc1ccc(Cl)cc1NC(=O)Cn1cc2c(n1)CCCC2	-1%	4	5	3%	?	0	1%	-0.4%	-6%	15%	7%
CCc1ccc(N2CCN(C(=O)c3ccc4c(c3)OCO4)CC2)cc1	3%	-1	nt	5%	-10	3	-7%	-1.0%	0%	?	-2%
COc1cc(C2c3c(oc4ccc(Cl)cc4c3=O)C(=O)N2Cc2ccco2)cc(OC)c1OC (stereo unspecified)	5%	nt	nt	0%	nt	0	-6%	0.1%	nt	6%	1%
CC(=O)Nc1ccc(OCC(=O)NC(C)C(C)C)cc1 (stereo unspecified)	4%	-3	-1	0%	-8	0	20%	-0.2%	-2%	-8%	1%
COc1ccc(OC)c(-c2cc(C(=O)N3CCN(c4ncccn4)CC3)c3ccccc3n2)c1	-1%	6	-16	-6%	-6	0	13%	0.3%	6%	9%	-2%
CN(C(=O)c1ccc(NC(=O)Cc2cccc(NC(=O)C3CCCN(C(=O)CCc4ccccc4)C3)c2)cc1)C1CCCC1 (stereo unspecified)	0%	-1	0	nt	-8	nt	9%	0.2%	4%	11%	nt
O=C(O)C1CCN(S(=O)(=O)c2cccs2)CC1	4%	-3	-1	2%	-8	2	4%	-0.8%	1%	1%	2%

Random excerpt: 3 compounds from above, in no set order.
SMILES	USP2a inh	hERG WT inh	KCNH2 3.1 block	GALK inh	Giardia kill	Coupling enz	Eya2 inh	B2AR arrestin	uPA surface inh	Chronic BCR inh	PKM2 act
COc1cc(C2c3c(oc4ccc(Cl)cc4c3=O)C(=O)N2Cc2ccco2)cc(OC)c1OC (stereo unspecified)	5%	nt	nt	0%	nt	0	-6%	0.1%	nt	6%	1%
CCOC(=O)c1ccc(N2CCCCC2)c(NS(=O)(=O)c2ccc(C)cc2)c1	-10%	1	3	13%	11	0	-7%	-0.1%	1%	?	9%
Cc1ccc(Cl)cc1NC(=O)Cn1cc2c(n1)CCCC2	-1%	4	5	3%	?	0	1%	-0.4%	-6%	15%	7%

Screening results as filed in PubChem.
